Screens as filed in PubChem.
NRP1-CendR mod: modulators of CendR peptide binding to NRP-1, primary screen, biochemical, fluorescence polarization, uHTS. FAM-RPARPAR peptide binding to NRP-1. inhibition, % at 25 µM. 360,000 tested, 0.85% active. AID 602438, 2012;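 active means inhibition or corrected inhibition above about 18%, plus a signal ratio from 0.5 to 1.5, limit read from the data, passing the limit was not always enough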; further: strong numbers were not always called active
TbMetRS inhib: T. brucei MetRS inhibitors, primary screen, biochemical, luminescence | AID 624268, 2012 | purified T. brucei MetRS, ATP depletion, Kinase-Glo luminescence | 360,000 tested, 0.4% active | methionyl-tRNA synthetase (Trypanosoma brucei brucei) | inhibition, % at 11.9 µM;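 active means inhibition above a per-plate cutoff of the control wells' mean inhibition plus 3 SD, cut at about 5.5% in these data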;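 further: 0% = DMSO wells median and 100% = median of wells with control inhibitor compound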
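Dosing: 11.9 µM single point; system: parasite MetRS enzyme; technique: luminescence of leftover ATP; times: 15 min enzyme-compound preincubation, 2 h reaction, 10 min detection, 25 °C; replicates: each compound tested once; read-out basis: percent inhibition relative to median high and low control wells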
LMPTP inh: LMPTP phosphatase inhibitors, primary screen, biochemical, fluorescence intensity, uHTS; Low molecular weight phosphotyrosine protein phosphatase (Homo sapiens), P24666; recombinant LMPTP-A, OMFP fluorogenic substrate; inhibition, % at 20 µM; 360,000 tested, 0.22% active; AID 651560, 2012;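 active means compounds that cut the enzyme signal by at least half of the control window in the single-dose screen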;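 further: plate controls were DMSO wells with enzyme plus substrate for no effect and substrate without enzyme for full effect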
Target sequence (P24666 whole entry, looked up): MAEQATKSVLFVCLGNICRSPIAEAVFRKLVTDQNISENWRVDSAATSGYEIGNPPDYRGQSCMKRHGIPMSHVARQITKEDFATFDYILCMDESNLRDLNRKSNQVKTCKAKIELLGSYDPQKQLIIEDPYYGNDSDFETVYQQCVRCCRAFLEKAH
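Assay system: LMPTP-A enzyme. Input: 0.625 nM LMPTP-A final. Probe or stimulus: 400 µM OMFP. Compound dosing: single 20 µM dose. Schedule: 50 min dark incubation at room temperature. Detection: fluorescence intensity of OMFP turnover product. Read-out: percent inhibition versus substrate-only and uninhibited controls. Benchmarks: no-enzyme low control, uninhibited high control.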
NadD inh: inhibitors of S. aureus NadD, primary screen, biochemical, colorimetric, uHTS | inhibition, % at 20 µM | purified NadD enzyme, colorimetric absorbance read-out | 360,000 tested, 0.78% active; in the data active means inhibition above about 26%; further: some compounds past the cut are filed as inactive
SKN-1 inh: suppressors of acrylamide-induced Pgst-4::GFP reporter in worms, primary screen, SKN-1 inhibitor project, whole organism, uHTS, GFP/RFP fluorescence ratio, strain VP596. inhibition, % at 21.8 µM. 360,000 tested, 0.49% active. C. elegans VP596 Pgst-4::GFP/RFP ratio, 24 h;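 active means interference check ratio from 0.5 to 1.5 plus GFP to RFP signal ratio inhibition reaching or exceeding a fixed threshold, cut at about 30% in these data, passing the limit was not always enough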; further: some compounds called inactive have numbers as strong as hits
Neddylation inh: inhibitors of cullin neddylation, primary screen, biochemical, TR-FRET, uHTS, NAE and Ubc12; NEDD8-conjugating enzyme Ubc12 (Homo sapiens) + NEDD8-activating enzyme E1 regulatory …; calls only at 25 µM; 360,000 tested, 0.58% active; AID 651699, 2012; in the data active means inhibition above about 36%
Scp1 inh: Scp-1 phosphatase inhibitors, primary screen, biochemical, colorimetric, uHTS | Carboxy-terminal domain RNA polymerase II polypeptide A small phosphatase 1 (Homo … | Recombinant Scp1, phosphopeptide, malachite green phosphate absorbance | inhibition, % at 20 µM | 340,000 tested, 0.88% active;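 active means inhibition above about 50% at 20 µM, limit read from the data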;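 further: plate controls were DMSO wells with enzyme for no effect and wells lacking enzyme for full effect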
Target sequence (Q9GZU7 76-261 limits assumed): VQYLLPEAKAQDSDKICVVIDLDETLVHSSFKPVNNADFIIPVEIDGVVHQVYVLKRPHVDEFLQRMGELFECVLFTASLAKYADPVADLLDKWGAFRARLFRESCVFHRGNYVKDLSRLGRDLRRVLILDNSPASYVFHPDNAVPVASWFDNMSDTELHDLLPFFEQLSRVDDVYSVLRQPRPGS
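Incubation: 45 min enzyme reaction at room temperature / System: truncated SCP-1 phosphatase (76-261aa) / Reagent: Phospho 17-mer peptide substrate / Buffer or medium: Acidic Tris acetate buffer with magnesium and detergent / Signal: absorbance at 630 nm / Doses: one concentration, 20 µM, with 1.0% DMSO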
DNMT1 block: human DNMT1 methyltransferase inhibitors, primary screen, biochemical, molecular beacon, fluorescence, HinP1I cleavage, uHTS. DNA (cytosine-5)-methyltransferase 1 (Homo sapiens), P26358. inhibition (reported as % activation of signal), % at 10 µM. 360,000 tested, 0.83% active. AID 588458, 2011; in the data active means inhibition above about 50%
STEP block: STEP phosphatase inhibitors, primary screen, biochemical, fluorescence intensity, uHTS. Tyrosine-protein phosphatase non-receptor type 5 (Homo sapiens), P54829. AID 588621, 2011. 360,000 tested, 0.25% active. inhibition, % at 20 µM. recombinant STEP, OMFP fluorogenic substrate;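 active means inhibition at 20 µM, scaled per plate between control wells, above about 37%, limit read from the data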;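 further: 0% = DMSO with enzyme and substrate and 100% = substrate only without enzyme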
Target sequence (P54829 whole entry, looked up): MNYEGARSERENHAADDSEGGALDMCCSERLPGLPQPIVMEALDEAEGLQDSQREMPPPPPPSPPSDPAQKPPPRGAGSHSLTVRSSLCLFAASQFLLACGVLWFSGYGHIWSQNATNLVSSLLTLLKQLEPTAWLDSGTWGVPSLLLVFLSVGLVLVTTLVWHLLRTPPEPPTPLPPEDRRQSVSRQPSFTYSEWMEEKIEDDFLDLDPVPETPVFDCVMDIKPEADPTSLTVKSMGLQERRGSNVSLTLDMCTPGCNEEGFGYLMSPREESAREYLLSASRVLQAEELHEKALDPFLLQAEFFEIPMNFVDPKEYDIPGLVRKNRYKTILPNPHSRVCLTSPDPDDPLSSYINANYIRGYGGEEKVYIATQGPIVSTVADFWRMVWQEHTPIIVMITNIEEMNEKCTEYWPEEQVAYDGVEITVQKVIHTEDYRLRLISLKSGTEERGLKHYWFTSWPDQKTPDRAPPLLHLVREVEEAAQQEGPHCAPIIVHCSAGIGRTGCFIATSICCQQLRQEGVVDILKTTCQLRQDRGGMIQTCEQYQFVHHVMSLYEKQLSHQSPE
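Material: STEP (striatal-enriched tyrosine phosphatase) enzyme, cell-free; Compound dosing: 20 µM single dose in 1% DMSO; Technique: fluorescence read at 480 nm ex / 540 nm em; Times: reaction 20 min, ambient temperature; Medium: 50 mM Bis-Tris pH 6.0 with 2.5 mM DTT and 0.005% Tween 20; Also added: OMFP at 25 µM.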
SUMO1 PPI mod: modulators of SUMO1 protein-protein interactions, primary screen, biochemical, uHTS; inhibition, % at 20 µM; SUMO1 binding to a labelled peptide, TR-FRET, 1 h; Small ubiquitin-related modifier 1 (Homo sapiens), P63165; AID 602429, 2012; 360,000 tested, 0.33% active; in the data active means inhibition above about 37%
Target sequence (P63165 whole entry, looked up): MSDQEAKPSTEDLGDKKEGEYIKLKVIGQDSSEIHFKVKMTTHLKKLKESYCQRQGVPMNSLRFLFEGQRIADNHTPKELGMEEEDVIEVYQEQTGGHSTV
* = called active by the depositor; i = inactive; · = not tested or not shown.

SMILES	NRP1-CendR mod	TbMetRS inhib	LMPTP inh	NadD inh	SKN-1 inh	Neddylation inh	Scp1 inh	DNMT1 block	STEP block	SUMO1 PPI mod
CCOc1cc(NC(=S)N2CCC(C(N)=O)CC2)c(C(=O)OC)cc1OCC	-11	-0.6	-1.2	-5	-10	i	3	-3	-3	1
CCc1cc(=O)oc2c(C)c(OCC(=O)NCCN3CCOCC3)ccc12	10	0.3	-1.7	-2	-11	i	-6	1	-1	4
COC(=O)[C@@]12C[C@@H](CC(=O)N3CCCCC3)C(=O)N(Cc3ccc4c(c3)OCO4)C1=CCC(C)(C)C2	-5	0.1	0.0	·	9	i	·	·	·	4
C=C(C1=CCN(S(=O)C(C)(C)C)[C@H]1CCO)c1ccccc1 (some centres undefined)	-18	-1.4	-0.7	3	-2	i	8	-1	2	-3
CC(=O)CSc1cc(C)nc2c(-c3ccccc3)c(C)nn12	-8	-0.7	0.0	3	-3	·	-8	3	-1	-4
COc1cccc(NC(=O)CN(C)C(=O)c2ccc(COc3ccccc3)cc2)c1	-10	-0.5	-0.3	-9	5	i	-12	-8	3	-7
CC(=NCc1cccnc1)C1=C(O)c2ccccc2C1=O	8	0.4	-1.2	-5	15	i	-5	0	1	-12
CCCCCC1CC(CC#CCN2CCOCC2)C(=O)O1 (centres undefined)	10	-0.2	0.3	-6	6	i	-4	-3	0	-3
CC(=O)c1c(N2CCN(C)CC2)nc(=S)n(Cc2ccccc2)c1C	-7	-0.5	-3.7	-3	1	i	-6	2	-3	-1
O=C(NNC(=O)c1ccccc1O)c1cccc(Br)c1	-12	-1.5	-1.1	-3	-6	i	-5	1	-9	4
Cc1ccc(-c2cc(C(=O)N3CCN(C4CCS(=O)(=O)C4)CC3)c3ccccc3n2)cc1 (centres undefined)	8	-0.7	0.3	8	-2	i	-3	-4	-1	-5
COc1ccc(CC(=O)NC2CCN(CC(=O)N3CCCc4ccccc43)CC2)cc1OC	11	-1.4	-0.9	0	-14	i	-6	5	-5	1
COC(=O)c1nn(-c2ccccc2)c(=O)cc1Oc1ccc(Cl)cc1	10	-1.8	-1.0	-1	-16	i	5	1	-1	-10
Cc1c(S(=O)(=O)Nc2cc(Cl)ccc2Cl)c(=O)n(C)c(=O)n1C	2	-0.4	-1.6	-2	-5	i	-7	0	2	1
Cc1ccc(-c2noc(C3CCCN(C(=O)c4ccc(F)cc4F)C3)n2)cc1 (centres undefined)	2	-0.5	-0.2	-15	-23	i	-9	-8	1	-2
Cc1ccc(Nc2cc(C)c(O)c(C)c2)cc1	6	-0.6	1.3	4	11	i	-14	-30	1	3
CC(/C=N/Nc1nnc2c(n1)[nH]c1ccccc12)=C\c1ccco1	6	2.0	2.1	10	8	i	-7	16	-2	5
O=C1C2C3C=CC(O3)C2C(=O)N1Nc1ccccc1 (centres undefined)	5	-0.2	-0.2	-2	19	i	-2	0	-3	-3
Cn1cc(CCC(=O)NC2CC(C)(C)Cc3c2cnn3-c2ccc(F)cc2)cn1 (centres undefined)	-1	-0.7	-1.0	-2	10	i	4	4	-2	-4
CCCCNC(=O)CC(NS(=O)(=O)c1ccc(C)cc1)c1ccco1 (centres undefined)	-2	0.1	-1.5	-5	-3	i	-1	4	0	-1
N#Cc1ccc(CC(C(=O)O)N2Cc3ccccc3C2=O)cc1 (centres undefined)	1	-1.4	-0.2	-5	-1	i	5	-1	0	3
Cc1cc(Cl)c2oc(C(=O)NC(C)c3ccncn3)c(C)c2c1 (centres undefined)	1	-0.1	-0.5	-4	-16	i	-4	1	-2	3
Cn1ccc2c(N3CCCCC3)cc3c(c21)C1CCC3C1 (centres undefined)	13	-0.5	2.3	-5	23	i	·	12	2	2
CC1CN(C(=O)COC(=O)c2cc(=O)[nH]c3ccccc23)CC(C)O1 (centres undefined)	-3	0.0	-0.8	4	9	i	·	4	0	-6
CCOC(=O)C1=C(COC(=O)/C=C/c2cccc(OC)c2OC)NC(=O)NC1C (centres undefined)	-5	0.2	2.0	-1	16	i	-8	2	-1	-15
Cc1cccc(NC(=O)CSc2nnc(NC(=O)C3CC3)s2)c1C	11	0.0	-0.7	8	11	i	-7	1	-2	0
N#Cc1cc(S(=O)(=O)c2ccccc2)c(N)[nH]c1=O	2	1.7	-0.8	2	7	i	-15	3	1	-1
CCOC(=O)C1=C(C)N(c2ccc(C)cc2)C(=O)/C1=C\c1cccs1	14	-0.6	0.2	-1	-7	i	-14	-2	0	-4
CCOc1c(Cl)cc(C(=O)NCCN2CCCCC2)cc1Cl	-14	-0.6	0.2	2	-26	i	5	-1	-3	-2
CCn1c(NCc2ccc(N(C)C)cc2)nc2ccccc21	-8	-0.6	2.6	-2	-2	i	1	-3	-1	0
Cc1ccccc1/C(N)=N/OC(=O)N1c2ccccc2Sc2ccccc21	0	0.1	2.9	7	10	i	2	-9	2	-5
COc1ccc2c(C)cc(=O)oc2c1C	4	-0.3	-0.9	-1	17	·	-5	2	-4	-1
O=C(CCCSc1nc2ccccc2[nH]1)NCc1ccccc1F	-3	3.2	0.8	-1	2	i	4	2	3	1
CC(=O)Nc1ccc(NC(=O)COc2cccc3ccccc23)cc1	12	-0.2	-0.1	4	9	i	·	7	-2	2
O=C(Nc1ccc(C(=O)N2CCOCC2)cc1)c1cnn2c(C(F)F)cc(-c3ccccc3)nc12	10	0.1	0.4	-10	3	i	-6	-4	0	-8
CCOc1ccccc1C(=O)Nc1cccc(-c2ccc3nncn3n2)c1	-3	-0.6	1.3	0	4	i	-6	-2	4	-2
CCN(CC(=O)NC(=O)NC1CCCC1)Cc1ccccc1	2	-0.6	-6.4	-3	5	i	-3	0	0	0
Cc1cc(=O)oc2c(C)c(OC(C)C(=O)NC3CCN(Cc4ccccc4)CC3)ccc12 (centres undefined)	13	-0.6	-0.3	-4	5	i	-5	2	-2	1
C/C(=N/N=C/c1ccc(N(C)C)cc1)c1ccccc1	-2	-0.4	-1.2	3	15	i	-2	1	-4	-3
N#CC1=C(N)N(c2ccc(F)cc2)C(=O)C1	-19	-0.3	1.1	-1	8	i	-5	-1	-3	-6
CCN=C(NS(=O)(=O)c1ccc(Br)cc1)c1ccc(Cl)cc1	6	-0.7	0.5	3	4	i	-8	-1	0	-1
N#C[C@H]1C(O)C(O)c2ccccc2N1C(=O)c1ccccc1 (some centres undefined)	-7	0.3	-2.4	11	-1	i	-1	-4	1	1
COc1ccccc1CCc1nnc(CCC(=O)NCC(C)Oc2cccnc2)o1 (centres undefined)	1	-0.8	-2.5	0	2	i	-4	6	-2	3
C/C(=N\NC(=O)c1cc(-c2ccc(C)s2)[nH]n1)c1ccco1	-6	-0.9	-0.2	2	-2	i	14	12	-1	-3
CCC(=O)N(Cc1cc(=O)[nH]c2ccccc12)c1ccccc1	-1	-0.2	0.2	-1	-2	i	6	0	-5	25
O=C1c2ccccc2/C(=C\c2ccc3[nH]ccc3c2)N1c1ccccc1	22	0.4	3.4	22	11	·	-14	-21	1	4
Nc1nc(SCc2ccccc2Cl)c2ncn(C3OC(CO)C(O)C3O)c2n1 (centres undefined)	7	0.2	-2.9	-6	14	i	-5	2	0	4
Cc1ccc(CNC(=O)COC(=O)c2cccc(S(=O)(=O)N3CCCCC3)c2)cc1	16	-0.1	1.2	0	-10	i	-1	-24	-1	3

Molecules shown so far with a cyano group (four):
SMILES	NRP1-CendR mod	TbMetRS inhib	LMPTP inh	NadD inh	SKN-1 inh	Neddylation inh	Scp1 inh	DNMT1 block	STEP block	SUMO1 PPI mod
N#Cc1ccc(CC(C(=O)O)N2Cc3ccccc3C2=O)cc1 (centres undefined)	1	-1.4	-0.2	-5	-1	i	5	-1	0	3
N#Cc1cc(S(=O)(=O)c2ccccc2)c(N)[nH]c1=O	2	1.7	-0.8	2	7	i	-15	3	1	-1
N#CC1=C(N)N(c2ccc(F)cc2)C(=O)C1	-19	-0.3	1.1	-1	8	i	-5	-1	-3	-6
N#C[C@H]1C(O)C(O)c2ccccc2N1C(=O)c1ccccc1 (some centres undefined)	-7	0.3	-2.4	11	-1	i	-1	-4	1	1

(listing goes on)
SMILES	NRP1-CendR mod	TbMetRS inhib	LMPTP inh	NadD inh	SKN-1 inh	Neddylation inh	Scp1 inh	DNMT1 block	STEP block	SUMO1 PPI mod
C/C(=N\Nc1ccc(S(N)(=O)=O)cc1[N+](=O)[O-])c1cccs1	17	-0.8	57*	-4	-15	i	46	51*	98*	0
CCCNC(=O)C12CCC(C)(C(=O)C1Br)C2(C)C (centres undefined)	9	0.3	0.3	-3	2	i	-5	4	-2	-2
Cc1c(C)c2ccc(O[C@@H]3O[C@H](CO)[C@@H](O)[C@H](O)[C@H]3O)c(C)c2oc1=O	-7	-0.8	-0.9	0	3	i	-6	-1	-3	-6
Oc1ccccc1C=NNC(=S)NN=Cc1ccccc1O	-4	-0.3	4.0	2	12	i	-10	-27	1	-12
COc1ccc(/C=N/N2CCOCC2)cc1Cn1cc([N+](=O)[O-])cn1	1	-0.1	0.5	-1	-4	i	-9	2	-1	-7
COc1cccc(C(=O)Nc2nnc(S(=O)(=O)N(C)Cc3ccc(F)cc3)s2)c1	3	0.5	1.3	30*	-5	i	-7	-8	-2	6
O=C(COC(=O)CCc1ccc(S(=O)(=O)N2CCOCC2)cc1)Nc1ccccc1OC(F)F	13	0.1	-1.5	-4	13	i	-5	2	-2	2
Cc1ccnc(NS(=O)(=O)c2ccc(NC(=O)C3COc4ccccc4O3)cc2)n1 (centres undefined)	3	-0.4	-0.7	11	4	i	-1	0	2	5
COc1ccc(N/N=C(/C#N)S(=O)(=O)c2nsc(C)c2C#N)cc1	2	-0.8	-1.5	-5	-1	i	4	1	-2	-4
CSc1ccc(Cl)c(C(=O)NC2CCCC2)c1	11	-0.4	-1.2	2	-16	i	-9	-2	-2	2
Cc1nnc(SCC(=O)N2CCc3ccccc3C2)s1	8	0.0	-1.2	7	21	i	-8	-1	-4	-4
O=C(Oc1ccnc2cc(Cl)ccc12)N1CCOCC1	13	-1.7	-1.1	4	-14	i	-6	4	-4	2
